# High-throughput results from PubChem BioAssay.
# Mcl1-Bid inh – disrupts binding of human Mcl-1 to Bid peptide; Q07820; TR-FRET Mcl-1/Bid-Dy647 peptide binding, 1536-well; inhibition, % at 21.7 µM; actives 0.97% (n = 220,000); AID 1021;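 active = compounds that cut the binding signal by more than half at the single screening dose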;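 also: His-tagged Mcl-1 with europium anti-His antibody binding Bid BH3 peptide; 0% = Mcl-1 plus peptide wells and 100% = peptide-only wells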
# Bim-Bcl-B – disrupts Bim peptide binding to human Bcl-B; Q9HD36; bead-based flow cytometry; inhibition, % at 10 µM; actives 0.073% (n = 190,000);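 also: 0% = tracer peptide without compound and 100% = reference inhibitor peptide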
# Target sequence (Q9HD36 whole entry, looked up): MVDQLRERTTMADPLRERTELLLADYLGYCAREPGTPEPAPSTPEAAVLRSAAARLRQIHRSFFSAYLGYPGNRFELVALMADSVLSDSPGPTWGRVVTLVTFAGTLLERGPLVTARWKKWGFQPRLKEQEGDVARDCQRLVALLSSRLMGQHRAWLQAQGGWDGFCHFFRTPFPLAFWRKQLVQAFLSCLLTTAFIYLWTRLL
# Bim-Mcl-1 – disrupts Bim peptide binding to human Mcl-1 | Q07820 | Bead-based flow cytometry, Bim peptide-Mcl-1 binding | inhibition, % at 10 µM | actives 0.1% (n = 190,000);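 also: 0% = no compound tracer wells and 100% = peptide blocker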
# RGS7-Gao – modulates binding of RGS7 to human Galphao | P09471 | Multiplexed bead flow cytometry; actives lie on both sides | binding response (% of control), % at 10 µM | actives 0.35% (n = 220,000); in the data active = binding response below about 49% or above about 150%; inconclusive = no clear call, values can overlap the other calls; inactive = in between;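 also: fluorescent Galphao held in activated GDP-AlF4 state binding bead-coupled RGS7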
# Target sequence (P09471 whole entry, looked up): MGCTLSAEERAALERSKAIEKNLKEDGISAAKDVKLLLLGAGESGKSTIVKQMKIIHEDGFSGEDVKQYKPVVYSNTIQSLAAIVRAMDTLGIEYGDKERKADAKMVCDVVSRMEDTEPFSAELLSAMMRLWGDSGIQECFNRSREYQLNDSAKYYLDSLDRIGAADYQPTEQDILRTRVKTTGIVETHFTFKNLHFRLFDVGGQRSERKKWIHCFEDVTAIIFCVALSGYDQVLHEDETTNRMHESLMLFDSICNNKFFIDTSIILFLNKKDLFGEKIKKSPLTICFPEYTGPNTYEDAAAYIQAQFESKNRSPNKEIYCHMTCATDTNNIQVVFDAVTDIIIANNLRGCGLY
# RGS8-Gao – modulates binding of RGS8 to human Galphao; actives 0.34% (n = 220,000); multiplexed bead flow cytometry; actives lie on both sides; P09471; response (percent of control binding), % at 10 µM; in the data active = response below about 60% or above about 140%; inactive = in between;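 also: Galphao activated as the GDP aluminium fluoride complex binding bead-coupled RGS8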
# Bcl-W Bim block – inhibitors of Bim-Bcl-W interaction, human; Q92843; bead-based flow cytometry, Bim peptide-Bcl-W binding; inhibition, % at 10 µM; actives 0.02% (n = 190,000);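 also: 0% = bound tracer without compound and 100% = peptide blocker; higher means less fluorescent Bim peptide bound to Bcl-W beads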
# GSH bead fluor – compound fluoresces at 488/530 nm on GSH beads. fluorescence (KMESF) at 10 µM. actives 0.25% (n = 190,000). AID 1776. GSH beads flow cytometry, compound fluorescence 488/530 nm; hits give high values; in the data active = fluorescence above about 89;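 also: glutathione beads carrying GST-tagged Bcl family fusion proteins plus one bare bead set; values are compound well signal with DMSO vehicle wells as background; inactives centre near 16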
# Bim-Bcl-2 – human Bim-Bcl-2 interaction inhibition; Bead-based flow cytometry, Bim peptide-Bcl-2 binding; inhibition, % at 10 µM; P10415; actives 0.06% (n = 190,000); in the data active = inhibition above about 40%; inconclusive = no clear call, values can overlap the other calls;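 also: 0% = no compound wells with probe peptide and 100% = reference peptide inhibitor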
# RGS4-Gao reg – modulates binding of RGS4 to human Galphao | P09471 | Multiplexed bead flow cytometry; actives lie on both sides | binding response (% of control), % at 10 µM | actives 0.33% (n = 220,000) | AID 1415; in the data active = binding response below about 49% or above about 150%; inactive = in between;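 also: fluorescent Galphao activated with aluminum fluoride binding bead-coupled RGS4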
# Bim-Bfl-1 – inhibitors of Bim-Bfl-1 interaction, human | inhibition, % at 10 µM | Bead-based flow cytometry, Bim-Bfl-1 binding inhibition | actives 0.12% (n = 190,000) | Q16548 | AID 1008;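 also: 0% = wells without compound plus tracer and 100% = blocker peptide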
# Bcl-XL Bim block – human Bim-Bcl-XL interaction inhibition | Bim peptide-Bcl-XL binding, bead flow cytometry, fluorescence | actives 0.04% (n = 190,000) | Q07817 | inhibition, % at 10 µM
# Target sequence (Q07817 whole entry, looked up): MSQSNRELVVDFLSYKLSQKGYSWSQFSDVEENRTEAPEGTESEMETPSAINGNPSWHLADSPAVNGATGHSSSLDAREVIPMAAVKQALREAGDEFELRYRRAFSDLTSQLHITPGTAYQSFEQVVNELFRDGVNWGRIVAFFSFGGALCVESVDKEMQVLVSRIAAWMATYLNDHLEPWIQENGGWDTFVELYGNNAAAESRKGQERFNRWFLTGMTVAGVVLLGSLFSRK
# * = called active by the depositor; ? = inconclusive; . = not tested or not shown. Rule as the data show it, unless noted: active = inhibition above about 40%. This is a random part of the collection; 1.8% or so of the library scored in one or more.
# Each structure is followed by: Mcl1-Bid inh	Bim-Bcl-B	Bim-Mcl-1	RGS7-Gao	RGS8-Gao	Bcl-W Bim block	GSH bead fluor	Bim-Bcl-2	RGS4-Gao reg	Bim-Bfl-1	Bcl-XL Bim block
> O=C(Cc1ccccc1)N1CCCC(c2nc(-c3cccs3)no2)C1 (configuration not stated)
 : -8	-1	3	104	102	-1	17	-4	103	-2	0
> O=C(CSc1ccc(Cl)cc1)Nc1cc(-c2nc3ncccc3o2)ccc1Cl
 : 35	-6	-5	104	103	-9	9	-4	104	-6	-9
> Cc1ccc(S(=O)(=O)NC2=NCCCCC2)cc1
 : -10	-13	-11	107	106	-7	19	-3	100	-7	-9
> CSc1nc2cc(F)c(F)cc2n1C
 : 6	-2	3	103	103	6	8	-3	106	-7	0
> COC(=O)c1ccc(Nc2cc(C)nc(-c3ccccc3O)n2)cc1
 : -31	-3	0	99	103	0	16	-4	104	-6	-3
> Cc1cccc(C(=O)O/N=C2/CC3CCC2(C)C3(C)C)c1 (configuration not stated)
 : -6	0	1	99	101	0	15	0	97	0	1
> O=C(O/N=C(\c1ccccc1)c1ccccn1)c1cccc2ccccc12
 : 15	-7	-4	98	102	-4	9	-6	100	-10	-6
> CCCn1nnnc1NCc1ccc(F)cc1
 : -24	0	8	103	103	3	11	-3	103	-4	2
> CC(=O)c1cccc(NC(=O)NCCS(C)=O)c1 (configuration not stated)
 : -22	0	1	96	95	1	20	4	100	-1	0
> N#CC(C#N)=C1C=C2C=C(N3CCOCC3)CCC2CC1 (configuration not stated)
 : -37	-11	-7	114	105	-7	20	-6	114	-10	-8
> Cn1c(-c2ccc3c(c2)OCO3)cnc1NCc1cccc(O)c1
 : -36	-4	0	94	103	0	29	0	100	-2	-1
> CCN(CC)C(=O)CSc1nc2ccc(NC(=O)CSc3nccn3C)cc2s1
 : 4	10	14	89	93	7	19	1	91	12	15
> Cc1ccccc1C(=O)NC1CC(C)(C)NC(C)(C)C1
 : -7	-4	-1	107	105	-3	16	-3	110	-5	-4
> O=C(c1ccco1)N1CCCN(Cc2nc(-c3cccs3)no2)CC1
 : -16	-4	-4	98	98	-2	10	-8	99	-8	-3
> C=C1c2cc(C)ccc2NC(=O)N1c1ccccc1
 : -1	-6	-4	98	106	-2	25	-1	104	-2	-2
> COC(=O)c1ccccc1NC(=O)CSc1n[nH]c(CC(C)C)n1
 : -22	-7	0	101	102	-1	37	-4	106	-8	-6
> N#Cc1c(NC(=O)COC(=O)c2ccc(F)cc2)sc2c1CCC2
 : -30	0	2	98	101	0	22	2	102	-1	0
> Cc1ccc(NC(=O)c2ccc(OCC3CCCO3)cc2)cc1 (configuration not stated)
 : 4	-11	-5	102	100	-3	10	-6	102	-1	-7
> CCN(CC)C(=O)C(=O)Nc1cccc(Br)c1
 : -24	-4	0	99	101	1	21	-3	100	-5	-4
> CCOC(=O)Cn1c(C)cc(=O)c2cccc(C)c21
 : -60	-5	1	98	100	-1	18	-3	99	0	-1
> NC(=O)c1ccc[n+](CC(=O)c2ccc(Br)cc2)c1
 : -17	0	0	105	106	0	16	0	107	-1	-2
> Cc1cnc(C)c(N2CCC(C(=O)NCc3ccco3)CC2)n1
 : -18	-8	-2	100	100	-4	35	-11	98	-14	0
> O=C(COc1ccc(/C=N/NS(=O)(=O)c2ccccc2)cc1)Nc1cccc(Cl)c1
 : -17	1	0	99	100	0	11	-2	101	-1	-2
> O=C1c2ccccc2CC1(Cc1ccccc1)Cc1ccccc1
 : -5	8	3	100	99	3	22	15	101	6	5
> CC(=O)N1CCc2cc(S(=O)(=O)Nc3cccc(C(F)(F)F)c3)ccc21
 : 2	5	-1	95	100	-4	11	-1	96	-2	-3
> CN(C)c1cccc(C(=O)OC(C(=O)Nc2ccc(Cl)cc2C(F)(F)F)c2ccccc2)c1 (configuration not stated)
 : -63	-7	-5	102	98	-8	10	-5	100	-7	-7
> Cc1ccc(/C(O)=C2\C(=O)C(=O)N(Cc3cccnc3)C2c2ccccc2[N+](=O)[O-])cc1 (configuration not stated)
 : -13	0	-2	90	94	1	7	1	87	0	-2
> Cc1ccc(S(=O)(=O)NCCC(=O)Nc2nccs2)cc1
 : -6	0	0	?	105	5	13	-2	104	-2	2
> CC1(C)Cc2c(sc3c2C(=O)N(c2ccccc2)C2=NCCN23)CS1
 : -11	-3	-3	105	101	-4	15	-7	102	-4	-4
> Cc1noc(NS(=O)(=O)c2ccc(N/C=C\C(=O)c3cccc4ccccc34)cc2)c1C
 : -29	-3	2	101	102	0	10	-4	99	-5	1

# Reprinted at random: 4 entries already listed
# Each structure is followed by: Mcl1-Bid inh	Bim-Bcl-B	Bim-Mcl-1	RGS7-Gao	RGS8-Gao	Bcl-W Bim block	GSH bead fluor	Bim-Bcl-2	RGS4-Gao reg	Bim-Bfl-1	Bcl-XL Bim block
> O=C(Cc1ccccc1)N1CCCC(c2nc(-c3cccs3)no2)C1 (configuration not stated)
 : -8	-1	3	104	102	-1	17	-4	103	-2	0
> CC(=O)N1CCc2cc(S(=O)(=O)Nc3cccc(C(F)(F)F)c3)ccc21
 : 2	5	-1	95	100	-4	11	-1	96	-2	-3
> Cc1ccc(S(=O)(=O)NC2=NCCCCC2)cc1
 : -10	-13	-11	107	106	-7	19	-3	100	-7	-9
> COC(=O)c1ccccc1NC(=O)CSc1n[nH]c(CC(C)C)n1
 : -22	-7	0	101	102	-1	37	-4	106	-8	-6

# Following part
# Each structure is followed by: Mcl1-Bid inh	Bim-Bcl-B	Bim-Mcl-1	RGS7-Gao	RGS8-Gao	Bcl-W Bim block	GSH bead fluor	Bim-Bcl-2	RGS4-Gao reg	Bim-Bfl-1	Bcl-XL Bim block
> COC(=O)c1c(NC(=O)CN2CCN(c3ccccc3OC)CC2)c2cc(C)ccc2n1C
 : -18	-1	1	101	101	-2	22	0	105	0	-1
> O=c1[nH]c(-c2ccccn2)cc2ccccc12
 : -6	-3	-3	102	102	0	13	1	104	-2	-3
> Cc1ccc(CN2CCN(Cc3c(C)nn(-c4ccc(F)cc4)c3C)CC2CCO)o1 (configuration not stated)
 : -61	-6	0	101	102	0	14	-8	105	-8	-2
> CC(=O)NS(=O)(=O)c1ccc(NS(=O)(=O)c2ccc(F)cc2)cc1
 : -4	-3	-1	94	96	0	10	-2	98	-1	-1
> CCOc1ccccc1-n1c(SCC(=O)N2CCCc3ccccc32)nnc1-c1cccnc1
 : -1	-6	0	96	101	-4	10	-2	100	-3	-6
> CCOC(=O)c1cccc(Nc2ncnc3ccccc23)c1
 : 26	.	.	106	104	.	37	?	105	.	.
> Cc1cccc(NC(=S)NNC(=O)CCn2nc(C)c([N+](=O)[O-])c2C)c1
 : -45	-19	0	96	70	2	16	8	94	14	0
> COc1cc(/C=N/Nc2ccc(C(F)(F)F)cn2)cc(OC)c1O
 : -19	-8	0	106	101	0	23	-1	99	4	-2
> O=C(CCCN1C(=O)c2cccc3cccc(c23)C1=O)N1CCN(c2ccccc2)CC1
 : -7	-8	-5	95	94	-4	19	-4	91	-4	-5
> CCOC(=O)CSc1nc2ccc(NC(=O)CSc3nnnn3Cc3ccccc3)cc2s1
 : -8	2	1	80	83	0	20	3	86	3	0

# Sorted by molecular weight (lowest first): part of the list above
# Each structure is followed by: Mcl1-Bid inh	Bim-Bcl-B	Bim-Mcl-1	RGS7-Gao	RGS8-Gao	Bcl-W Bim block	GSH bead fluor	Bim-Bcl-2	RGS4-Gao reg	Bim-Bfl-1	Bcl-XL Bim block
> COc1cc(/C=N/Nc2ccc(C(F)(F)F)cn2)cc(OC)c1O
 : -19	-8	0	106	101	0	23	-1	99	4	-2
> Cc1ccc(CN2CCN(Cc3c(C)nn(-c4ccc(F)cc4)c3C)CC2CCO)o1 (configuration not stated)
 : -61	-6	0	101	102	0	14	-8	105	-8	-2
> COC(=O)c1c(NC(=O)CN2CCN(c3ccccc3OC)CC2)c2cc(C)ccc2n1C
 : -18	-1	1	101	101	-2	22	0	105	0	-1

# (listing goes on)
# Each structure is followed by: Mcl1-Bid inh	Bim-Bcl-B	Bim-Mcl-1	RGS7-Gao	RGS8-Gao	Bcl-W Bim block	GSH bead fluor	Bim-Bcl-2	RGS4-Gao reg	Bim-Bfl-1	Bcl-XL Bim block
> Cc1ccc(/C=C/C(=O)NC(=S)N2CCN(C)CC2)cc1
 : -18	-9	-10	97	99	-9	15	-11	100	-18	-8
> Cc1cccc(/C=C/C(=O)c2ccc(N3CCOCC3)cc2)c1
 : -3	-5	0	102	94	0	10	0	91	2	-4
> Cc1nc(CN(C)Cc2nc(Cc3cccc(F)c3)no2)cs1
 : -11	-9	-6	100	100	-6	16	-6	103	-5	-5
> CCCCC(NC(C)=O)c1nc2ccccc2[nH]1 (configuration not stated)
 : -8	-4	0	108	104	2	24	-8	105	-11	0
> CCCC1(C)NC(=O)c2ccccc2O1 (configuration not stated)
 : -9	-1	0	99	99	0	12	-2	98	-7	-2
> O=C1N(c2ccccc2)C[C@@H]2C[C@@H](c3cccs3)N3CCC[C@@]123
 : -5	-1	-8	100	105	-6	50	-4	99	-4	-8
